Screening results deposited in PubChem BioAssay by National Center for Advancing Translational Sciences (NCATS).
L3MBTL1 inh – blocks human L3MBTL1 | Q9Y468 | AlphaScreen L3MBTL1–H3K9me1 peptide binding | Potency, µM (doses to about 57.1 µM), without a hit: at the highest dose activity, negative = inhibition, hits mostly inhibitors | 230,000 compounds, 0.66% hits; further: nearly all actives have a fitted effect of over 60% in size
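Displacement of a biotinylated histone H3(1-15) peptide monomethylated at Lys9 (75 nM) from L3MBTL1 (50 nM) was measured by AlphaScreen after a 30 min room-temperature compound incubation; cefsulodin titration served as intraplate control.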
Tau ThT inhib – inhibitors of human tau fibril formation, thioflavin T binding; recombinant tau K18 P301L, heparin-induced fibrillization, ThT fluorescence; Potency, µM (series often up to 57.4 µM), without a hit: at the highest dose activity, negative = inhibition, hits mostly inhibitors; 270,000 compounds, 2.1% hits; AID 1460; further: nearly all actives have a fitted effect of over 55% in size
Target sequence (P10636 561-689 P618L limits assumed): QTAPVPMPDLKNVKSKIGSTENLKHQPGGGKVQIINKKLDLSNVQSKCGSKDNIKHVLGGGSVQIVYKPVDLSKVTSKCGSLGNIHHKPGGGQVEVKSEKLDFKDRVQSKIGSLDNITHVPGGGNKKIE
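In this qHTS, human K18 P301L tau is incubated with compound and heparin for 6 hr at 37 C, and Thioflavin T fluorescence then reports fibril load.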
TRb-SRC2 inh – inhibitors of human thyroid hormone receptor beta-SRC2 interaction; TRbeta-SRC2 peptide binding, fluorescence polarization; receptor liganded with 1 µM T3; AID 1469; Potency, µM (highest dose often 106 µM), inactives show top-dose activity change, negative = inhibition, usual class: inhibitors; 280,000 compounds, 0.065% hits;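 further: plate controls were bound peptide for no effect and peptide without receptor for full effect; nearly all actives have a fitted effect of over 50% in size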
Target sequence (P10828 whole entry, looked up): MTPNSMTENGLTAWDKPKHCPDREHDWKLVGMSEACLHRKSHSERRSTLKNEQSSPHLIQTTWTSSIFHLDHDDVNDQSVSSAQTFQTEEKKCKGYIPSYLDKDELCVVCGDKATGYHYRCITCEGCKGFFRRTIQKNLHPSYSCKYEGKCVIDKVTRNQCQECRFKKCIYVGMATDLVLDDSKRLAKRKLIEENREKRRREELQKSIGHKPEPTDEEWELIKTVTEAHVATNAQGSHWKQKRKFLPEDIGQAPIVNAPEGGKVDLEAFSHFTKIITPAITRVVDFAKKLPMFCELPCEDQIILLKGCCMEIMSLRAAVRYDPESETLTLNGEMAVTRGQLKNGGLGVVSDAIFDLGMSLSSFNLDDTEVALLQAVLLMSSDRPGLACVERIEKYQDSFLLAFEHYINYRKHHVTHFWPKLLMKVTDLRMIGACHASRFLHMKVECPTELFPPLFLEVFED
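Assay buffer: 20 mM Tris-HCl, 100 mM NaCl, 10% glycerol, 1 mM EDTA, 0.01% NP-40, 1 mM DTT, 1 uM T3, 5% DMSO; TRb LBD 0.6 uM, Texas Red SRC2 20 nM; FP after 5 hr.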
ALDH1A1 block – inhibitors of human aldehyde dehydrogenase 1A1 | Purified ALDH1A1, NADH fluorescence, propionaldehyde substrate | P00352 | Potency, µM (highest dose often 75.3 µM), for the others: at the highest dose activity, negative = inhibition, actives largely listed as inhibitors | 220,000 compounds, 7.3% hits; active means well fitted inhibition curve with a large enough effect, not every such curve was filed as active; inconclusive means small, poorly fitted or top-dose-only effect, or another doubt; inactive means no such curve, though single readings can be large or run the other way;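 further: plate controls were no enzyme wells and a reference inhibitor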
TexasRed fluor – alters Texas Red total fluorescence, flagging assay interference; TRb/SRC2 Texas Red total fluorescence interference; Potency, µM (titrated, usually from 106 µM), for the others: at the highest dose fluorescence change, negative = quenching; 280,000 compounds, 0.29% hits; active means well fitted curve in either direction with a large enough effect; inconclusive means small, poorly fitted or top-dose-only effect
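Human TRb ligand-binding domain at 0.6 uM with 20 nM Texas Red SRC2 peptide in Tris buffer containing 1 uM T3 and 5% DMSO, incubated with compound 5 h at ambient temperature. Total fluorescence (555/632 nm) calculated as parallel + 2 × perpendicular.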
Tau fibril FP – blocks human tau fibril formation measured by polarization. P10636. K18 P301L tau heparin fibrillization, Alexa594 FP, 6 h. Potency, µM (titrated, usually from 57.7 µM), inactives show at the highest dose activity, negative = inhibition, usual class: inhibitors. 280,000 compounds, 0.39% hits. AID 1468; further: nearly all actives have a fitted effect of over 55% in size
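Human K18 P301L fragment (15 uM unlabeled plus 0.24 uM Alexa 594-labeled) in 100 mM sodium acetate pH 7 with compound, aggregation induced by 20 uM heparin for 6 hr at 37 C. ThT (30 uM) added for 1 hr, then Alexa 594 FP read.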
Tau fluor cs – counter-screen for tau fibril formation inhibitors | tau K18 P301L (four-repeat tau fragment) Alexa594 fluorescence, heparin fibrillization | Potency, µM (highest dose often 57.7 µM), inactives show at the highest dose activity change, negative = decrease | 280,000 compounds, 0.93% hits; further: nearly all actives have a fitted effect of over 55% in size
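Human K18 P301L tau (15 uM unlabeled plus 0.24 uM Alexa 594-labeled, final) in 100 mM sodium acetate pH 7 was mixed with compound and 20 uM heparin and incubated 6 hr at 37 C.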
aGal spleen mod – alpha-galactosidase A (human) modulation | P06280 | human spleen homogenate, 4MU-alpha-Gal fluorescence, 40 min | Potency, µM (series often up to 80 µM), inactives show top-dose activity change, negative = inhibition, actives largely listed as inhibitors | AID 2107 | 240,000 compounds, 0.008% hits;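 further: 0% = enzyme with vehicle and -100% = no enzyme basal signal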
Target sequence (P06280 32-429 limits assumed): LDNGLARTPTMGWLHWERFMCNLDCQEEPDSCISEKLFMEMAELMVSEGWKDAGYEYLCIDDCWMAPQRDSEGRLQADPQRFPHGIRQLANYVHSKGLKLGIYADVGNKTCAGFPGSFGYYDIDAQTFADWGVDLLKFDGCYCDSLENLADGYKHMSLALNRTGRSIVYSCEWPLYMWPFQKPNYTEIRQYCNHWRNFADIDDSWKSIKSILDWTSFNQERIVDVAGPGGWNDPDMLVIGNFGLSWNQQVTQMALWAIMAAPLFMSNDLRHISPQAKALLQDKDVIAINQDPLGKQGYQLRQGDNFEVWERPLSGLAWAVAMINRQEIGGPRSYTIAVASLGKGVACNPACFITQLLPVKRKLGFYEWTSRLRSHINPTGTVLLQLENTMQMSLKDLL
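Spleen homogenate 1 ug + cpd (titration) + 4-MU-alpha-D-galactopyranoside 1 mM; 37C 40 min; 50 mM citrate/phosphate pH 5.0, 0.01% Tween-20; stop pH 10; fluorescence 365/440; AC50 via Hill.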
Active calls of the source: *; ? = inconclusive; . = not tested or not shown; & = joins results of further samples; [ ] = dose if it differs, or a comment. Unless noted, the call rests on the fitted dose curve; in most records, active means well fitted curve in the direction sought with a large enough effect; inconclusive means small, poorly fitted or top-dose-only effect, or another doubt; inactive means no such curve, though single readings can be large; an effect the other way counts as inactive or inconclusive. Unless noted, on the % scale 0 is the no-effect control and ±100 the full control effect; potency means the concentration at half of the fitted maximal effect.

SMILES	L3MBTL1 inh	Tau ThT inhib	TRb-SRC2 inh	ALDH1A1 block	TexasRed fluor	Tau fibril FP	Tau fluor cs	aGal spleen mod
CCOC(=O)c1cc2c(=O)n3ccccc3nc2n(CC(C)C)c1=NC(=O)C(C)(C)Oc1ccc(Cl)cc1	.	-9%	3%	.	-1%	-7%	-13%	.
Cc1ccc(C2CC(=O)Oc3cc(O)ccc32)cc1 (centres undefined)	-3%	-7%[126 µM]	?	-2%[120 µM]	?	?	-13%[126 µM]	0%[119 µM]
CCOc1ccc(-n2c(=O)[nH]c3sc4c(c3c2=O)CCCC4)cc1	.	-5%	-7%	7%	0%	5%	-3%	1%
CCCCOCCCNC(=O)c1ccccc1OCC	.	-7%	8%	4%	-1%	2%	-9%	-1%
CC(C)(C)NCCOc1ccc(Br)cc1	.	-6%	-15%	?	-2%	-1%	-3%	-9%
Cc1ccccc1OCC(O)Cn1c(SC(C)C)nc2c1c(=O)[nH]c(=O)n2C (centres undefined)	-2%	?	-2%	7.1µM*	-1%	-13%	-20%	9%
O=C(NC1(C(F)(F)F)NC(=O)N(CC2CCCCC2)C1=O)c1ccco1 (centres undefined)	3%	-8%	-4%	2%	2%	-2%	-13%	-12%
CC(=O)N1CCC(N(CCN2CCOCC2)C(=S)Nc2ccc(C)cc2)CC1	.	-4%	-6%	?	-2%	-1%	-4%	-8%
CCOC(=O)c1ccc(NC(=O)CCCc2nc(-c3ccccc3Cl)no2)cc1	.	?	9%	.	-8%	-16%	?	.
CCN(CC(=O)Nc1cccc(OC)c1)C(=O)C1CCN(C(=O)Nc2ccccc2)CC1	5%	-10%	-10%	-7%	-3%	-1%	-1%	12%
CC(C(=O)NCC1CCCCC1)N1CCN(S(=O)(=O)c2ccccc2F)CC1 (centres undefined)	3%	0%	-1%	16µM*	-4%	2%	-5%	-3%
COc1ccc(C2SCC(=O)N2C)cc1 (centres undefined)	.	-9%	-2%	-7%	-1%	4%	-2%	-7%
Cc1ccc(NC(=O)CN2C(=O)S/C(=C\C(=O)Nc3ccc(Cl)cc3)C2=O)cc1	2%	-8%	3%	10%	-2%	-8%	-22%	-1%
Cc1ccc(C(=O)CC2(O)C(=O)N(CCc3ccccc3)c3ccc(Br)cc32)cc1 (centres undefined)	.	-9%	10%	.	-4%	-5%	-28%	.
Cc1cc(=O)[nH]c(SCCOc2ccc3c(c2)CCC3)n1	.	-7%	-14%	15%	0%	6%	4%	-2%
Cc1cccc(OCC(=O)Nc2ccc3c4c(cccc24)CC3)c1C	2%	-3%	-3%	6%	-4%	-1%	3%	0%
COc1ccc(COC(=O)N/N=C2/C[C@@H](O)[C@@H](O)[C@@H]3[C@@H]4C(=O)N(C5CCCCC5)C(=O)[C@H]4CC[C@H]23)cc1	.	-9%[11.5 µM]	-3%[11.2 µM]	-6%[13.5 µM]	0%[11.2 µM]	-4%[11.6 µM]	-3%[11.6 µM]	8%[17.5 µM]
CCOC(=O)c1cccc(NC(=O)CN2C(=O)C3C4C=CC(C4)C3C2=O)c1 (centres undefined)	-2%	-8%	-15%	11%	1%	-4%	-2%	5%
COc1ccc(C(C(=O)NCc2ccccc2)N(C(=O)Cn2nnc3ccccc32)c2ccc(F)cc2)cc1 (centres undefined)	.	-11%	1%	.	-14%	-10%	-18%	.
COc1ccc(NC(C)=O)cc1NC(=O)CN1CCN(CC(=O)Nc2ccc(Cl)cc2)CC1	8%	-9%	1%	?	3%	3%	-4%	8%
Cc1nc(-c2ccc(NC(=O)c3ccccc3Br)cc2)cs1	12%	?	7%	-5%	-2%	-3%	-17%	0%
COc1ccc(OC)c(N(CC(=O)N2CCN(c3cc(Cl)ccc3C)CC2)S(C)(=O)=O)c1	-1%[11.4 µM]	?	3%	20%	-2%	5%	-4%	-9%
CCc1cccc(NC(=O)Cc2cn(C)c3ccccc23)c1	-1%	-13%	2%	0%	-4%	5%	?	-7%
COC(=O)c1ccc(C23CC4(C2)[C@H](CN(Cc2ccc(-c5ccccc5)cc2)[C@@H]4c2ccccc2)C3c2ccc(C(F)(F)F)cc2)cc1 (some centres undefined)	.	9%&-2%	1%&1%	-1%	0%&-3%	-3%&-12%	6%&0%	5%&2%
COc1ccc2c(c1)sc1ncc(C(=O)NCc3ccccc3F)c(=O)n12	.	?	7%	.	-12%	-5%	?	.
CN(Cc1ccccc1)C(=O)COC(=O)c1cncc(Br)c1	12%	2%	0%	0%	1%	2%	-3%	5%
O=C(O)c1ccc(/C=N/NC(=O)c2ccc(NS(=O)(=O)c3cccs3)cc2)cc1	5%	-2%	-5%	.	-4%	4%	-8%	0%
CC(C)C[C@H](NC(=O)Nc1cccc(Cl)c1)C(=O)O	-3%	-5%	-2%	2%	-5%	3%	4%	3%
CCn1c(SCC(=O)Nc2ccc(N(C)C)cc2)nnc1-c1cccc(C)c1	-9%	?	-16%	?	-1%	14%	-18%	-8%
COc1c(C)cc(Br)cc1C(=O)Nc1ccc(N2CCN(S(C)(=O)=O)CC2)cc1	-1%[11.4 µM]	?	1%	2%	-1%	6%	-7%	-7%
N=C(N)SCCN	8%	?	3%&-9%&-8%	4%&-2%&-3%	1%&0%&0%	?	-16%&-12%&-5%	-6%&-9%&12%
COC(=O)c1ccc(C2C(Oc3ccc(OC)cc3)C(=O)N2CCc2ccc(OC)c(OC)c2)cc1 (centres undefined)	7%	2%	-16%	?	?	-4%	-6%	4%
Cc1cccc(C)c1NC(=O)CN1C(=O)S/C(=C\c2cccn2-c2cccc(C(=O)O)c2)C1=O	-9%	-12%	-1%	4%	0%	-4%	-13%	-2%
O=S(=O)(NC(=S)Nc1ccccc1)c1ccc(F)cc1	4%	-14%	-1%	.	-1%	-11%	-6%	0%
Cc1c(N=C2N=C(NC(=O)c3ccc(F)cc3)c3ccccc32)c(=O)n(-c2ccccc2)n1C	2%	?	-1%	?	-3%	-9%	-27%	3%
Cc1cn(C)c(CC(=O)NCc2ccc(Cl)cc2)c1C(=O)O	.	-5%	6%	.	-2%	0%	-4%	.
COCCSc1nnc(NC(=O)c2ccc(NC(C)=O)cc2)s1	-6%	1%	-1%	0%	-2%	0%	-9%	4%
O=C(c1ccc(Oc2ccccc2)cc1)c1nc2c(n1O)CCCC2	.	-18%	-2%	?	-8%	9%	-5%	2%
O=C1c2ccccc2CN1CCNS(=O)(=O)c1ccc2ccccc2c1	4%	-7%	2%	?	2%	-8%	-18%	-4%
O=C(Nc1cccc(S(=O)(=O)NC2=NCCC2)c1)C1CCCCC1	4%	4%	0%	.	-3%	-2%	0%	-3%
CCOC(=O)c1c(C)[nH]c(C(=O)CSc2nnnn2-c2ccccc2)c1C	3%	0%	-1%	4%	2%	-8%	2%	6%
CC(C)c1nnc(NC(=O)CCN2C(=O)c3ccccc3C2=O)s1	-1%	-7%	5%	?	1%	-1%	3%	-5%
CCCCCc1nc2c(C#N)c(-c3ccc(Cl)cc3)ccn2n1	8%	-6%	-21%	?	6%	0%	-9%	-3%
O=C(O)CSc1nnnn1C1CCCCC1	59%[activator]	-3%	-3%[53 µM]	-5%	2%[53 µM]	1%	3%	-6%
S=c1[nH]nc(-c2ccc3ccccc3n2)n1-c1ccc(Cl)cc1	-8%	-14%	-8%	?	0%	7%	-16%	-5%
Cc1ccc2c(CNC3CCC(C)CC3)c(C(=O)O)n(Cc3cccc(F)c3)c2c1 (centres undefined)	.	-3%	-11%	.	-1%	-4%	-8%	.
CCc1nn(CC(=O)Nc2ccc(C)c(F)c2)c(=O)c2cc3cc(C)ccc3n12	.	-2%	-6%	.	-4%	5%	-4%	.
COc1cc2ncnc(NCCc3ccccc3)c2cc1OC	13%	0%	-2%	-16%	-4%	10%	1%	8%
O=[N+]([O-])c1ccc(N2CCN(S(=O)(=O)c3ccccc3[N+](=O)[O-])CC2)cc1NCc1cccnc1	-12%	?	0%	0%	1%	2%	-29%	5%
O=C1CCc2cc(S(=O)(=O)NC(C(=O)N3CCN(c4ccccn4)CC3)c3ccccc3)ccc2N1 (centres undefined)	.	-2%	-2%	1%	0%	2%	-7%	-1%
CCOc1ccc2[nH]c(=O)c(CN(CCO)C(=O)c3ccccc3F)cc2c1	-2%	2%	-3%	?	-5%	-1%	8%	12%
COc1cccc(Cn2c(CNC(=O)C(C)C)nc3cccnc32)c1	.	-7%	-5%	.	0%	-2%	-15%	.
CC(=O)Nc1ccc(S(=O)(=O)N2CCN(Cc3cccnc3)CC2)cc1	.	-1%	-3%	?	-4%	7%	-4%	1%
CCOC(=O)COc1ccc(C(=O)CC)cc1OC	6%	-11%	-7%	2%	-2%	5%	-10%	-3%
CC(C)CN1CCN(Cc2cccn2-c2ccc(Cl)cn2)CC1CCO (centres undefined)	-2%	-15%	2%	-12%	-2%	7%	2%	2%
c1ccc(CN=C2NN=C(c3ccccc3)CS2)cc1	-18%	?	1%	22µM*	-6%	-6%	-17%	3%
CCOc1ccccc1NC(=O)CCC(=O)Nc1ccc2nc(N3CCN(C)CC3)cc(C)c2c1	3%	?	-9%	?	-4%	9%	-26%	22%
CC(OC(=O)CN1C(=O)C2C3C=CC(C4CC34)C2C1=O)C(=O)c1ccccc1 (centres undefined)	-4%	-5%	-3%	.	-3%	-7%	-13%	5%
Cc1cc(C)n(-c2ccc(C(=O)OCC(=O)Nc3ccc([N+](=O)[O-])cc3)cc2)n1	-9%	-16%	-3%	-10%	-1%	?	?	0%

A second format for part of the listing above.
Each structure is followed by: L3MBTL1 inh	Tau ThT inhib	TRb-SRC2 inh	ALDH1A1 block	TexasRed fluor	Tau fibril FP	Tau fluor cs	aGal spleen mod
CC(OC(=O)CN1C(=O)C2C3C=CC(C4CC34)C2C1=O)C(=O)c1ccccc1 (centres undefined)
  -4%	-5%	-3%	.	-3%	-7%	-13%	5%
CCOc1ccccc1NC(=O)CCC(=O)Nc1ccc2nc(N3CCN(C)CC3)cc(C)c2c1
  3%	?	-9%	?	-4%	9%	-26%	22%
CCOc1ccc2[nH]c(=O)c(CN(CCO)C(=O)c3ccccc3F)cc2c1
  -2%	2%	-3%	?	-5%	-1%	8%	12%

Compounds were not picked by outcome, and some 8.5% of all compounds hit somewhere here.
